Assay outcomes (PubChem)
FXIa inh 1536 – inhibitors of human coagulation factor XIa | AID 798 | P03951 | 0.14% of 220,000 active | inhibition, % at 5 µM | purified FXIa, Boc-Glu-Ala-Arg-AMC fluorogenic substrate;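 active means inhibition of at least 40%; inactive means inhibition below 40%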;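 further: fluorescence of freed AMC excited at 355 nm; 0% = enzyme without compound and 100% = no enzyme blank; many of its hits are not listed in these tables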
Mdm2 ligase inh – blocks human Mdm2 ubiquitin ligase activity; 0.11% of 210,000 active; cell-based MDM2 ubiquitination luciferase reporter, 2 h; 0 = plate control, 100 = twice control, blank-subtracted; Q00987; signal enhancement, % at 5 µM;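 active means signal enhancement of 30% or more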;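 further: luminescence tracks abundance of the self-degrading MDM2-luciferase fusion protein; higher signal means inhibition of MDM2 E3 ligase activity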
Target sequence (Q00987 whole entry, looked up, the tested form may be a part): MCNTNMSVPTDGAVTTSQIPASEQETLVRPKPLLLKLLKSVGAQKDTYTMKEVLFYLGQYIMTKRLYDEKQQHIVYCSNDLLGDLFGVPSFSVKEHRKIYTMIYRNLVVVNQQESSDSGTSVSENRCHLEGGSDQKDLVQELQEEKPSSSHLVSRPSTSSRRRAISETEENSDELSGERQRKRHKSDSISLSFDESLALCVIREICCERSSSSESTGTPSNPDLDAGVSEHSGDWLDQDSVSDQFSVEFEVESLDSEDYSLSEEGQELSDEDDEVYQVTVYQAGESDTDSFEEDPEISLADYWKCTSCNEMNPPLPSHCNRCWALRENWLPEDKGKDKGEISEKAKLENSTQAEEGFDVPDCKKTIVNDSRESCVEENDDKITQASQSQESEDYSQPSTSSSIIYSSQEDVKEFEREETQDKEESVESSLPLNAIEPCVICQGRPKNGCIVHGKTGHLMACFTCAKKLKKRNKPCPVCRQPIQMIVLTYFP
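Material: stable MDM2–luciferase fusion reporter cells / Quantity: 2000 cells/well / Dosing: single 5 µM compound dose, 0.2% final DMSO / Buffer or medium: DMEM / Schedule: 4 h cell settling then 2 h compound exposure, 37 °C / Detection: luminescence with SteadyLite reagent, 15 min at room temperature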
Wee1 stabilizer – blocks degradation of human Wee1 kinase; HeLa Luc-Wee1K328M stability, luciferase luminescence; 100% = proteasome inhibitor MG132 effect; 1.2% of 220,000 active; reporter increase, % at 5 µM; P30291;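 active means activation above the mean of all tested compounds plus 3 SD, set per screening run, cut at about 8.8% in these data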;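 further: cells exposed to compound for 20 h before luminescence read; 0% = DMSO alone and 100% = MG132 at 30 µM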
14-3-3 Bad PPI – disrupts binding of bovine 14-3-3 zeta to phospho-Bad peptide; TR-FRET 14-3-3zeta/Dy647-pBad peptide displacement, 1 h; inhibition, % at 21.7 µM; 0.71% of 220,000 active; AID 781;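 active means inhibition above about 70%, limit read from the data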;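 further: 0% = full 14-3-3 plus peptide FRET controls and 100% = background without 14-3-3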
Target sequence (P63103 whole entry, looked up): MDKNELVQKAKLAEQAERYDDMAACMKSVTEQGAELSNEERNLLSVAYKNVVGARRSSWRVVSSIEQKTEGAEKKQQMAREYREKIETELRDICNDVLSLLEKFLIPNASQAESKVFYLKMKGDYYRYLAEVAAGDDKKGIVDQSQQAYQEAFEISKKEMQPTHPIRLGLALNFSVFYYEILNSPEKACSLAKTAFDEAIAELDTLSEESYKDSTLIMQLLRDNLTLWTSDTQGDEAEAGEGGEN
Rad51 HR inh – blocks human Rad51 in homologous recombination | hRad51 DNA strand exchange, fluorescence dequenching | 0.085% of 200,000 active | AID 1385 | inhibition, % at 10 µM | Q06609;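 active means inhibition above 40% at the single screening dose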;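 further: 0% = DMSO control wells and 100% = blanks with heterologous ssDNA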
Target sequence (Q06609 whole entry, looked up): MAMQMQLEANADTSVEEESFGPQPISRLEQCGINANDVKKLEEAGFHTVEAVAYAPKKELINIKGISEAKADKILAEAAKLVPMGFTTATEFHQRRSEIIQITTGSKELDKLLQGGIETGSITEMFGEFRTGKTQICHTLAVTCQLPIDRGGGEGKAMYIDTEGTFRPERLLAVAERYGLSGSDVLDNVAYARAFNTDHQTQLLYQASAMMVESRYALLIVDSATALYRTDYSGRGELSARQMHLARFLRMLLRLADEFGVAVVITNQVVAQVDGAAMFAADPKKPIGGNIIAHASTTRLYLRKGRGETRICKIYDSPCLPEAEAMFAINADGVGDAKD
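material = hRad51 filaments on single-stranded DNA | reagent = Donor/quencher-labelled 47-bp dsDNA substrate | compound = 10 µM final, single point | schedule = strand-exchange reaction 15 min at room temperature | measured by = fluorescein emission 520 nm, excitation 485 nm | read-out basis = % inhibition versus plate control and blank means | benchmarks = plate controls and plate blanks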
KLK5 inh – blocks human kallikrein 5 protease activity; Q9Y337; recombinant hK5, fluorogenic AMC substrate cleavage; inhibition, % at 5 µM; 0.59% of 210,000 active; AID 873;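 active means inhibition of 40% or more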;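 further: 0% = enzyme controls without compound and 100% = no-enzyme blanks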
p97 inhibitor – inhibitors of human p97 ATPase | inhibition, % at 8 µM | recombinant p97 ATPase, Kinase-Glo ATP luminescence, 3 h | P55072 | 0.42% of 220,000 active; in the data active means inhibition above about 15%;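 further: 0% = DMSO vehicle and 100% = wells lacking enzyme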
eIF4E-4G inh – inhibitors of eIF4E and eIF4G interaction in translation initiation; P63073+Q04637; AID 782; inhibition, % at 21.7 µM; TR-FRET eIF4E-eIF4GI(517-606) binding, 2 h; 0.37% of 220,000 active;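 active means inhibition above about 30%, limit read from the data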;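 further: 0% = full FRET control wells and 100% = background wells lacking eIF4GI fragment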
FXIIa inh 1536 – factor XIIa (human) inhibition. P00748. purified FXIIa, Boc-QGR-AMC fluorogenic substrate, 2 h. inhibition, % at 5 µM. 0.3% of 220,000 active. AID 800; in the data active means inhibition above about 40%;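 further: 0% = enzyme with no compound and 100% = blank without enzyme; many of its hits are not listed in these tables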
Numbers without * were called inactive; i = inactive; . = not tested or not shown; [ ] = another dose, or the depositor's remark.

SMILES | FXIa inh 1536 | Mdm2 ligase inh | Wee1 stabilizer | 14-3-3 Bad PPI | Rad51 HR inh | KLK5 inh | p97 inhibitor | eIF4E-4G inh | FXIIa inh 1536
CCOC(=O)c1cnc2ccc(OCC)cc2c1N(C)Cc1ccccc1 | 0.1 | -16.6 | 4.7 | 3.8 | 0.2 | -8.6 | -1.6 | 4.4 | 6.7
CCOC(=O)CSc1nnc([C@H](C)NC(=O)OC(C)(C)C)o1 | -11.0 | -3.2 | 2.1 | -10.9 | 5.4 | -10.7 | -4.5 | 3.2 | 7.8
COc1ccccc1N(CC(=O)Nc1cccnc1)S(=O)(=O)c1ccccc1 | 0.9 | -21.7 | -4.0 | 8.6 | 7.9 | -9.4 | 3.7 | 4.7[fluorescence artefact?] | 12.2
O/N=C1/CCc2nonc2/C1=N/O | 5.7 | -11.7 | 3.2 | -7.0[fluorescence artefact?] | -6.9 | -7.9 | 3.3 | 6.3[fluorescence artefact?] | 11.5
COc1ccc(/C=N/Nc2nnc(-c3ncc[nH]3)c3ccccc23)cc1 | 9.3 | -19.4 | 0.5 | -7.3 | -8.8 | -3.9 | -4.3 | -2.8 | 17.2
Cc1cccc(C(=O)NC2=NCCS2)c1 | 0.5 | -21.9 | 33.0* | -6.0 | -0.5 | 3.4 | 1.1 | -1.6 | 14.0
COc1ccc(C(C)(C)C)cc1S(=O)(=O)n1ccnc1C | 2.2 | -8.2 | 2.9 | -3.2 | -0.7 | -6.1 | 2.6 | 1.5 | 5.0
COc1ccc(-c2[nH]c(-c3ccccc3)nc2SCC(=O)Nc2nccs2)cc1 | 2.0 | . | -0.4 | -3.8 | 1.6 | -8.0 | 7.5 | 1.6[fluorescence artefact?] | 4.4
COc1cccc(CNC(C)(C)CO)c1OCc1ccc(Cl)cc1 | -3.6 | -8.6 | 5.0 | -2.2 | 8.8 | -2.4 | 3.7 | -0.4 | .
O=C(Cc1ccccc1)N1CCCC1c1ccccc1 (stereo not drawn) | 1.8 | -8.3 | -3.3 | -4.6 | -2.6 | -7.0 | -0.5 | -8.8 | 20.6
COc1ccc(C(=O)C2CCCN(Cc3c[nH]c4ccccc34)C2)c(OC)c1 (stereo not drawn) | 3.8 | -11.8 | -2.3 | -14.5 | 9.4 | . | 1.7 | -0.1 | 10.8
CCCC(C)NC(=O)Cc1ccc(Br)cc1 (stereo not drawn) | -2.6 | -6.4 | 0.7 | 0.1 | 5.2 | -7.5 | 3.0 | 2.7[fluorescence artefact?] | 1.5
CC(C)N1C(=O)C2C(c3ccccc3O)NC(C)(C(=O)O)C2C1=O (stereo not drawn) | 4.8 | 0.0 | . | 2.3 | 0.0 | -7.5 | . | -3.2[fluorescence artefact?] | 14.2
Cn1c(CC2C(=O)Nc3ccc(Br)cc32)nc2ccccc2c1=O (stereo not drawn) | 13.4 | -17.6 | -0.9 | 0.1 | . | -6.7 | -2.2 | 1.7 | 23.2
COC(=O)c1c(NC(=O)CN2C(=O)NC3(CCc4ccccc4C3)C2=O)sc2c1CCCCC2 (stereo not drawn) | 10.7 | -2.9 | 3.1 | -9.1[fluorescence artefact?] | . | -7.8 | -1.4 | -1.9 | 12.5
CCOC(=O)CSc1nc(C)cc(C)n1 | -3.8 | -3.6 | -2.7 | -8.1[fluorescence artefact?] | 4.8 | -21.0 | -3.0 | 2.6[fluorescence artefact?] | 8.1
CC(C)c1ccc(NS(=O)(=O)c2ccc(Cl)nc2)cc1 | 4.6 | -9.9 | -0.6 | 0.2[fluorescence artefact?] | -1.7 | -12.0 | -1.7 | 1.4[fluorescence artefact?] | 8.8
Clc1ccc(-n2nnnc2SCc2c(-c3ccccc3)nc3sccn23)cc1 | -2.9 | -21.4 | -2.4 | 48.2 | 0.2 | 0.8 | 3.9 | -2.8 | -0.2
N=C1/C(=C\c2coc3ccccc3c2=O)C(=O)N=C2SC=CN12 | 2.4 | . | 3.1 | 3.1 | i | 1.1 | 12.1 | -2.9 | 9.8
COc1cc2c(cc1OC)CN(C(=O)COc1ccc(C#N)cc1)CC2 | -1.0 | -7.1 | -2.7 | 0.6[fluorescence artefact?] | -3.0 | -18.7 | 9.3 | -5.8 | 5.0
CCOc1ccc(CCNC(=O)c2ccc(CNS(=O)(=O)c3ccccc3)cc2)cc1OCC | -5.4 | -16.1 | -3.6 | -12.6 | 2.9 | -26.4 | 0.3 | -0.3[fluorescence artefact?] | 5.3
O=C1CSC(c2ccc(Cl)cc2)N1Nc1nc(N2CCOCC2)nc(N2CCOCC2)n1 (stereo not drawn) | -2.0 | 6.5 | 0.9 | -11.4 | 20.8 | 9.0 | 1.1 | -0.6 | 2.8
CC(CCc1ccco1)NC(=O)Cn1ncc2c1-c1ccccc1OC2 (stereo not drawn) | 7.9 | -41.6 | 0.1 | 3.7[fluorescence artefact?] | 1.6 | -4.9 | -0.2 | 2.2 | 19.3
CC(C)NC(=O)CC(=O)N/N=C/c1ccc(F)cc1 | -10.1 | -1.2 | -3.5 | 0.4 | 2.5 | 16.2 | 2.1 | -7.0 | 3.2
C/C(N)=N\S(=O)(=O)c1ccc(Cl)cc1 | 15.1 | -33.7 | -0.3 | 3.9 | . | -1.3 | 3.3 | 0.4 | 19.9
New compounds follow:
SMILES | FXIa inh 1536 | Mdm2 ligase inh | Wee1 stabilizer | 14-3-3 Bad PPI | Rad51 HR inh | KLK5 inh | p97 inhibitor | eIF4E-4G inh | FXIIa inh 1536
COc1ccc(C(C(=O)Nc2ccc(C(C)C)cc2)N(C)C(=O)CNC(C)=O)cc1 (stereo not drawn) | 1.2 | -0.6 | -1.2 | 5.5 | -1.2 | -10.2 | -2.4 | 0.3[fluorescence artefact?] | -4.6
COC(=O)c1c(C(=O)OC)c(-c2cccc(Cl)c2)n2c1CS(=O)C2 (stereo not drawn) | -1.1 | 6.9 | -0.5 | -8.9 | -21.8 | -4.9 | 3.9 | 2.3 | 7.4
O=C(O)c1ccc(NC(=O)c2cn(-c3ccccc3)nc2-c2ccc(Cl)cc2)cc1 | 0.8 | -8.1 | 1.5 | -2.4 | -0.4 | 7.2 | -0.2 | -2.9 | 5.3
Cc1[nH]c(=O)[nH]c(=O)c1S(=O)(=O)N1CCCC(C(=O)NCc2ccccc2Cl)C1 (stereo not drawn) | 6.9 | 0.9 | 3.5 | -2.3 | . | -7.8 | 8.9 | 3.1 | 11.0
COc1ccc(CNC(=O)c2c(O)c3cccc4c3n(c2=O)CCC4)cc1 | -24.1 | 5.7 | 1.7 | 7.9 | -14.3 | 4.3 | 4.7 | 2.0 | 5.8
Cc1c(NC(=O)C(C)N2C(=O)C3C4C=CC(C4)C3C2=O)c(=O)n(-c2ccccc2)n1C (stereo not drawn) | -5.0 | -13.4 | 0.9 | 1.8[fluorescence artefact?] | -11.8 | -17.8 | -6.3 | -4.7 | 6.8
COc1ccc(C(=O)Nc2ccccc2C(N)=O)cc1 | 9.5 | -16.7 | 1.9 | 26.8 | -2.5 | -6.3 | -5.1 | 100.3*[fluorescence artefact?] | 11.5
COC(OC)C(C)NC(=O)NC(=O)c1ccccc1Cl (stereo not drawn) | 5.0 | -13.7 | -1.2 | -11.6 | 4.7 | 0.8 | 7.2 | 0.2 | 14.8
COc1cccc(/C=C2\N=C(c3c(-c4ccccc4)noc3C)OC2=O)c1OC | 5.2 | -2.1 | -1.4 | 4.8 | 6.5 | -4.7 | -0.7 | -8.0 | 19.0
O=C1Nc2ccccc2Nc2ncccc21 | 1.6 | 1.3 | 0.8 | 2.4 | . | -13.3 | -1.7 | -5.0[fluorescence artefact?] | 16.8
CN(C=C1C(=O)CC(C)(C)CC1=O)CCN1CCNCC1 | -19.1 | -12.3 | 1.6 | 16.2[fluorescence artefact?] | 0.7 | 8.3 | 0.8 | 1.1[fluorescence artefact?] | 16.1
NS(=O)(=O)c1ccc(CNC(=O)c2ccc(Cl)c([N+](=O)[O-])c2)cc1 | -1.9 | -12.5 | 3.8 | 2.6 | -19.0 | -0.5 | 6.8 | 4.3 | -0.1
Cc1onc(-c2c(F)cccc2Cl)c1C(=O)N=C(N)N1CCCC1 | 1.6 | -7.8 | -1.0 | 5.5 | -19.8 | 2.4 | 7.5 | 1.8 | 6.1
Cc1sc2nc(CN3CCC(C)CC3)nc(Cl)c2c1C | -3.9 | -10.1 | -3.0 | 4.9[fluorescence artefact?] | 1.1 | -0.3 | -0.1 | 2.9[fluorescence artefact?] | 7.6
O=C(CSc1nnc(-c2ccccc2)o1)n1c2c(c3ccccc31)CCCC2 | -1.1 | -3.8 | 4.6 | -3.9 | -1.9 | -3.2 | 3.6 | 1.4[fluorescence artefact?] | 8.7
O=C1C(c2ccncc2)=C(O)c2ccccc21 | 6.3 | -19.9 | 0.3 | -4.8 | . | -4.5 | -0.3 | 2.8 | 17.0
CC(C)c1ccc(CNC(=O)CSCC(=O)Nc2ccc3ccccc3c2)cc1 | 6.1 | -3.2 | 0.1 | -2.0 | 2.6 | -14.9 | 1.2 | 2.7 | 8.7
Cc1cc2c(c(/C=C/C(=O)c3ccccc3)c1)OC1(C=C2)Oc2ccccc2C(=O)N1C (stereo not drawn) | 4.5 | 16.0 | -4.0 | -2.9 | 1.2 | -2.3 | 4.3 | -4.8 | 4.7
Cc1nc(NC(=O)COC(=O)CCS(=O)(=O)c2ccccc2Cl)c(Cl)cc1Cl | 5.9 | -2.9 | -0.1 | 15.6 | 0.1 | -7.6 | -2.2 | 5.6 | 13.4
C[C@H](NC(=O)CCn1nnc2ccccc2c1=O)C(=O)O | -2.1 | 5.2 | -2.1 | 3.3 | -12.2 | -0.7 | -5.1 | -0.7 | 3.3
CC1(C)c2ccccc2-n2c1cc1oc(=O)cc(O)c1c2=O | -3.4 | 2.0 | 15.0* | 0.4 | -16.3 | -5.9 | 7.5 | 11.1 | 2.6
O=C(C1CCN(S(=O)(=O)Cc2ccccc2)CC1)N1CCCc2ccccc21 | 6.5 | -8.8 | 0.0 | 30.9 | -0.1 | 3.6 | 0.9 | 3.8[fluorescence artefact?] | 10.8
CCOC(=O)C(=O)Nc1ccc2c(c1)OCO2 | -1.9 | -20.6 | 1.7 | 45.6 | -2.8 | -15.8 | -1.9 | -2.0 | 7.8

Compounds above that have fluorine:
SMILES | FXIa inh 1536 | Mdm2 ligase inh | Wee1 stabilizer | 14-3-3 Bad PPI | Rad51 HR inh | KLK5 inh | p97 inhibitor | eIF4E-4G inh | FXIIa inh 1536
CC(C)NC(=O)CC(=O)N/N=C/c1ccc(F)cc1 | -10.1 | -1.2 | -3.5 | 0.4 | 2.5 | 16.2 | 2.1 | -7.0 | 3.2
Cc1onc(-c2c(F)cccc2Cl)c1C(=O)N=C(N)N1CCCC1 | 1.6 | -7.8 | -1.0 | 5.5 | -19.8 | 2.4 | 7.5 | 1.8 | 6.1

Only p97 inhibitor and KLK5 inh, for 3 of the compounds above:
structure	p97 inhibitor	KLK5 inh
Cc1onc(-c2c(F)cccc2Cl)c1C(=O)N=C(N)N1CCCC1	7.5	2.4
COc1ccc(C(=O)Nc2ccccc2C(N)=O)cc1	-5.1	-6.3
O=C1Nc2ccccc2Nc2ncccc21	-1.7	-13.3
